Large T inhibition = SV40 large T antigen inhibitors, biochemical (AID 1903). inhibition, % at 20 µM, or IC50 in µM where a hit was titrated. SV40 large T antigen ATPase/helicase inhibition assay; higher % means a stronger effect. 0.39% of 310,000 active; in the data active means a potency from the dose series; inconclusive means inhibition mostly from about 32% at the one dose, without a potency; inactive means the rest, 99 in 100 with inhibition below about 32%; further: strong numbers were not always called active
GPR35 arrestin U2OS = GPR35 antagonists blocking zaprinast-driven arrestin recruitment, primary screen, imaging, U2OS, beta-arrestin-GFP, zaprinast agonist (AID 2058) | 0.052% of 290,000 active | U2OS GPR35 beta-arrestin-GFP translocation imaging, zaprinast antagonism; higher % means a stronger effect | G-protein coupled receptor 35 (Homo sapiens) | inhibition, % at 10 µM, or IC50 in µM where a hit was titrated;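 active means inhibition of at least 50% with at least 30 cells and total cytoplasm GFP at most 10,000,000; inconclusive means under 30 cells or total GFP of 10,000,000 plus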
HIV peptide binding = inhibitors of HIV fusion peptide binding, primary screen, biochemical, uHTS, fluorescence dequenching (AID 1986); cell-free peptide binding, fluorescence dequenching, 30 min; higher % means a stronger effect; inhibition, % at 20 µM; hits with a dose series show IC50 in µM; 0.3% of 290,000 active; in the data active means inhibition mostly above about 52%, no sharp cut-off; inactive means mostly below about 76%; further: some results filed as inactive read as strong as hits
GPR55 LPI antagonism = GPR55 antagonists blocking LPI-driven arrestin recruitment, primary screen, imaging, U2OS, beta-arrestin-GFP, LPI agonist (AID 2013); G-protein coupled receptor 55 (Homo sapiens); U2OS GPR55 beta-arrestin-GFP translocation imaging, LPI antagonism; higher % means a stronger effect; inhibition, % at 10 µM, or IC50 in µM where a hit was titrated; 0.13% of 290,000 active;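 active means spots per cell inhibited over 60%, with over 100 cells counted and total cytoplasm intensity under 500,000; inconclusive means wells with under 100 cells, flagged as likely toxic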;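 further: U2OS cells stably carrying GPR55 and arrestin-GFP stimulated by 5 µM LPI near EC80; imaged beta-arrestin-GFP aggregate spots per cell after agonist stimulation; plate controls were LPI-stimulated DMSO wells for no effect and DMSO wells without LPI for full effect; some results filed as inactive read as strong as hits; confirmed hits need IC50 under 10 µM and bright autofluorescent wells are also inconclusive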
K1F lysis inhibition = inhibition of K1F phage lysis, E. coli UTI89, bacterial capsule biogenesis inhibitors, alamar blue (AID 488966). E. coli UTI89 K1F phage lysis, alamar blue, 2 h; higher % means a stronger effect. inhibition, % at 100 µM; hits with a dose series show IC50 in µM. 0.02% of 340,000 active;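 active means phage lysis inhibition, versus mean bacterial control, above a set limit; inconclusive means no clear call, values can overlap the other calls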;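 further: capsule biogenesis inhibitors block K1F phage lysis so surviving cells raise fluorescence; higher fluorescence means more inhibition of phage lysis; actives were called in the ten point dose series up to 300 µM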
Rac1 GTP hydrolysis = MgcRacGAP GTPase-activating activity inhibitors, confirmation, biochemical, ADP Hunter fluorescence; AID 624330, 2012; MgcRacGAP-stimulated Rac1 GTP hydrolysis, ADP Hunter fluorescence; higher % means a stronger effect; GST-tagged Rac1 F28L mutant substrate; one-dose inhibition, % at 30 µM; IC50 in µM for titrated hits; Rac GTPase-activating protein 1 (Homo sapiens); 0.6% of 340,000 active;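 active means first-screen hits whose inhibition reached a set limit at any dose in the follow-up dose series; inconclusive means inhibition above the set first-screen limit but never retested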;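 further: fluorescence reports GDP produced by GAP-driven GTP hydrolysis; strong numbers were not always called active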
Dengue-2 NS5 capping = Dengue-2 NS5 methyltransferase inhibitors, primary screen, biochemical, confirmation dose response (AID 588689); one-dose inhibition, % at 25 µM; IC50 in µM for titrated hits; 0.3% of 340,000 active; Dengue-2 NS5 methyltransferase capping enzyme assay, biochemical; higher % means a stronger effect; in the data active means a potency from the dose series; inconclusive means inhibition above about 29% without an active follow-up result
PhoP inhibition = inhibitors of PhoP regulon expression, primary screen, Salmonella Typhimurium, GFP reporter (AID 1863) | S. Typhimurium PhoP-regulated promoter GFP reporter, 4 h; higher % means a stronger effect | inhibition, % at 50 µM; hits with a dose series show IC50 in µM | 0.16% of 300,000 active;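 active means inhibition over 29.93%, a cutoff 3 SD above the screen mean, later confirmed by dose response; inconclusive means inhibition over 29.93% but no dose response follow-up; inactive means inhibition at most 29.93% or unconfirmed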;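 further: 0% = low Mg2+ inducing control and 100% = high Mg2+ repressing control; strong numbers were not always called active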
RSV CPE inhibition = RSV antiviral activity via CPE protection, HEp-2 cells, primary 10 µM value included (AID 2391); CPE inhibition, % at 10 µM; hits with a dose series show IC50 in µM; 0.13% of 310,000 active; HEp-2 cells, RSV-induced CPE inhibition; higher % means a stronger effect; in the data active means a potency from the dose series; inconclusive means CPE inhibition mostly from about 23% at the one dose, without a potency; inactive means the rest, 99 in 100 with CPE inhibition below about 21%; further: strong numbers were not always called active
Active calls of the source: *; ? = inconclusive; / = not tested or not shown; [ ] = remark or other dose.

The first four records, ahead of the listing:
SMILES	Large T inhibition	GPR35 arrestin U2OS	HIV peptide binding	GPR55 LPI antagonism	K1F lysis inhibition	Rac1 GTP hydrolysis	Dengue-2 NS5 capping	PhoP inhibition	RSV CPE inhibition
COc1ccc(CNC(=O)CCCCCNC(=O)N2CCn3c2nc2ccccc23)cc1	3.1%	-0.7%	3.0%	19.3%	0.0%	13.5%	1.8%	-7.1%	1.1%
CCCn1c(SCC(=O)NCCc2ccc(Cl)cc2Cl)n[nH]c1=O	2.6%	-1.7%	-0.1%	2.5%	1.4%	-2.9%	-0.7%	-6.2%	0.2%
CC(=O)c1ccc(N2CCN(C(=O)CCS(=O)(=O)c3ccc(C)cc3)CC2)cc1	4.0%	9.5%	1.8%	-8.3%	1.3%	2.6%	-6.1%	-4.3%	1.0%
CC(CC(=O)Nc1nnc(C(C)(C)C)s1)c1ccccc1 (configuration not stated)	13.9%	-9.9%	1.5%	-3.7%	0.1%	3.1%	0.0%	0.9%	0.9%

Main list, from the start:
SMILES	Large T inhibition	GPR35 arrestin U2OS	HIV peptide binding	GPR55 LPI antagonism	K1F lysis inhibition	Rac1 GTP hydrolysis	Dengue-2 NS5 capping	PhoP inhibition	RSV CPE inhibition
COc1ccc(CNC(=O)CCCCCNC(=O)N2CCn3c2nc2ccccc23)cc1	3.1%	-0.7%	3.0%	19.3%	0.0%	13.5%	1.8%	-7.1%	1.1%
CCCn1c(SCC(=O)NCCc2ccc(Cl)cc2Cl)n[nH]c1=O	2.6%	-1.7%	-0.1%	2.5%	1.4%	-2.9%	-0.7%	-6.2%	0.2%
CC(=O)c1ccc(N2CCN(C(=O)CCS(=O)(=O)c3ccc(C)cc3)CC2)cc1	4.0%	9.5%	1.8%	-8.3%	1.3%	2.6%	-6.1%	-4.3%	1.0%
CC(CC(=O)Nc1nnc(C(C)(C)C)s1)c1ccccc1 (configuration not stated)	13.9%	-9.9%	1.5%	-3.7%	0.1%	3.1%	0.0%	0.9%	0.9%
O=C(COc1ccccc1)NC(NC(=S)Nc1ccccc1O)C(Cl)(Cl)Cl (configuration not stated)	12.4%	6.2%	1.1%	17.3%	-1.4%	-1.6%	-8.9%	6.6%	17.4%
COc1nc(Nc2nc3ccccc3c(=O)[nH]2)nc2ccc(C)cc12	15.2%	2.0%	-0.7%	12.2%	0.3%	2.3%	-22.8%	-8.8%	-0.8%
COc1cc(Cl)nn(-c2ccccc2)c1=O	3.4%	23.0%	0.2%	-10.2%	2.1%[50 µM]	4.5%	-3.2%	-6.1%	0.8%
Clc1ccc(Nc2c3c(nc4ncnn24)CCC3)cc1	17.6%	-12.4%	0.4%	7.4%	-1.9%	16.0%	0.0%	-11.5%	/
Cc1ccc2nc(-c3ccccc3)cc(C(=O)N3CCc4ccccc4C3)c2c1	1.2%	-3.9%	0.4%	15.3%	0.6%	4.3%	-5.5%	11.3%	7.2%
O=C(Nc1ccccn1)c1ccc(Cl)c(S(=O)(=O)N2CCCC2)c1	17.1%	/	/	/	0.9%[50 µM]	4.8%	-10.4%	-6.1%	6.2%
Cc1occc1C(=O)NCCCCNC(=O)c1ccoc1C	6.1%	-10.0%	3.4%	4.8%	-0.1%	4.1%	0.8%	-13.8%	1.6%
CC(=O)c1c(C)[nH]c(C(=O)NCCN2CCC(C)CC2)c1C	1.8%	5.0%	-0.5%	13.2%	0.5%	5.0%	-10.2%	6.3%	-0.9%
Cc1c(C(=O)Nc2ccc(Cl)cc2)c2ccccn2c1C(=O)c1ccccc1	4.3%	-7.4%	6.8%	26.3%	3.5%	1.2%	-0.7%	4.8%	3.5%
O=C(COc1ccc(S(=O)(=O)NC2CCCCC2)cc1)Nc1ccc2c(c1)OCCO2	1.9%	-1.5%	-0.1%	17.2%	-0.6%	-0.5%	2.9%	7.9%	1.2%
CCOc1ccc(NC(=O)CS(=O)(=O)c2cn(C)c3ccccc23)cc1	3.5%	-0.4%	1.2%	-3.2%	-0.1%	-4.9%	-1.4%	0.6%	4.8%
CC(Sc1ccc(Cl)cc1)C(=O)NNC(=O)c1csc(N2CCOCC2)n1 (configuration not stated)	0.8%	-7.9%	-0.7%	8.6%	0.1%	6.1%	-10.7%	-0.9%	0.7%
COc1ccc(C(=O)NC(=S)NNC(=O)c2ccc(O)cc2)cc1[N+](=O)[O-]	16.8%	15.2%	3.8%	4.4%	-0.3%	13.7%	-2.9%	5.8%	1.6%
COCCC(=O)NC12CC3CC(CC(C3)C1)C2	-2.9%	9.9%	0.0%	9.6%	0.9%	5.0%	-6.4%	0.6%	0.9%
CCCN(CC(=O)Nc1ccccc1C)C(=O)c1cc(=O)[nH]c2ccccc12	-9.5%	-3.9%	1.5%	13.2%	4.1%	0.3%	3.7%	5.8%	0.6%
Cc1cc(N2CCN(Cc3nc(-c4ccc(Cl)cc4)oc3C)CC2)cc(C)n1	18.2%	9.6%	-0.9%	-2.1%	0.0%	22.8%	-2.6%	-7.4%	?
Cc1c(Cl)cccc1NC(=O)CNC(=O)C1CCN(C(=O)Nc2ccccc2)CC1	/	/	/	/	0.2%[50 µM]	3.4%	0.0%	/	-0.4%
CC(C)=C1C(=O)NN(c2ccc(F)c(Cl)c2)C1=O	14.2%	-5.1%	32.6%	24.7%	1.7%	7.3%	-5.6%	-2.3%	-1.9%
COC(=O)CCCC1=CC2=C(c3ccccc3)C(=O)C(C)(OC(=O)C3CCCC3)C(=O)C2=CN1CC(C)C (configuration not stated)	5.2%	5.3%	0.2%	2.0%	-0.2%	1.3%	13.0%	0.3%	-1.5%
Cc1ccc(NC(=O)c2ccc(F)cc2F)cc1NS(C)(=O)=O	9.3%	13.0%	0.8%	6.0%	/	/	/	-9.9%	/
Cc1cc(C(=O)c2ccc(Cl)cc2)c(NC(=O)CCl)s1	14.2%	11.1%	-1.4%	1.6%	2.0%	4.8%	-2.9%	4.9%	16.6%
Next part:
SMILES	Large T inhibition	GPR35 arrestin U2OS	HIV peptide binding	GPR55 LPI antagonism	K1F lysis inhibition	Rac1 GTP hydrolysis	Dengue-2 NS5 capping	PhoP inhibition	RSV CPE inhibition
CC(C)N(C(=O)CSc1nnc(CSc2ncccn2)n1C)C(C)C	11.8%	4.6%	0.7%	1.3%	-0.5%	6.8%	-1.6%	5.1%	0.8%
O=C(C1CCCN(C2CC(=O)N(c3ccc(Cl)cc3)C2=O)C1)N1CCCC1 (configuration not stated)	18.4%	-0.1%	1.3%	7.6%	0.1%	6.4%	-5.3%	4.6%	0.7%
N#Cc1cnn(Cc2ccccc2)c1/N=C/N1CCOCC1	8.9%	6.2%	3.3%	3.1%	0.8%	5.7%	-4.0%	-0.2%	1.5%
COc1ccc2c(c1)CC/C2=N\NC(=O)c1ccccc1	8.7%	1.2%	-1.2%	5.7%	3.0%	4.0%	-8.8%	-7.0%	2.6%
O=C1c2cc(S(=O)(=O)N(CCO)CCO)ccc2-c2ccc(S(=O)(=O)N(CCO)CCO)cc21	6.9%	/	/	/	0.0%	7.1%	-9.2%	/	-2.9%
CC(C)(C)c1ccc(COC(=O)CN2C(=O)NC3(CCCC3)C2=O)cc1	3.5%	/	/	/	0.5%[50 µM]	2.2%	0.0%	-3.9%	-0.8%
COC(=O)C1=C(C)NC(C)=C(C(=O)OCC2CCCO2)C1c1cccc(Br)c1 (configuration not stated)	21.7%	0.6%	-1.9%	0.0%	-0.3%	10.5%	-10.0%	7.5%	6.3%
Cc1cc(C(=O)NC2CCCN(Cc3ccc(Cl)cc3)C2)c(C)o1 (configuration not stated)	21.6%	6.5%	1.3%	8.8%	0.4%[50 µM]	4.7%	-6.5%	-0.8%	2.2%
O=C(CSc1n[nH]c(=O)n1C1CC1)c1ccc2c(c1)OCCO2	12.1%	3.6%	-2.3%	2.2%	/	/	/	-6.8%	2.3%
Cc1ccc(C(=O)Nc2ccc(C(F)(F)F)n(C)c2=O)cc1	6.8%	4.5%	1.5%	3.2%	-0.2%	3.3%	-6.3%	-3.3%	0.1%
CCN(c1ccccc1)S(=O)(=O)c1ccc(NC(=S)NC(=O)c2ccc(Br)o2)cc1	10.7%	2.7%	4.4%	18.9%	1.2%	10.1%	-6.0%	14.5%	-1.6%
Cc1cc(C)n2cc(CSc3nnc(SCc4cn5c(C)cc(C)nc5n4)s3)nc2n1	7.0%	-17.7%	0.3%	5.3%	/	/	/	5.4%	/
COCCN1C(=O)c2oc3cc(C)c(C)cc3c(=O)c2C1c1ccc(O)cc1 (configuration not stated)	/	/	/	/	0.1%	8.7%	1.3%	/	3.3%
COc1cccc(/C=C/C(=O)OCC(=O)Nc2ccccc2Sc2ccccc2)c1	16.6%	19.3%	2.7%	11.2%	0.2%	11.7%	-8.2%	14.5%	0.8%
CCC(C)[C@H](NC(=O)N1CCCC1)C(=O)O (some centres not stated)	8.8%	16.8%	4.4%	2.4%	3.4%	2.6%	-5.2%	-0.7%	0.8%
CC(=O)Nc1ccc(S(=O)(=O)NCCc2csc(-c3cccnc3)n2)cc1	8.1%	-4.2%	-0.5%	7.4%	2.0%[50 µM]	6.8%	-2.0%	-6.0%	2.3%
COc1ccc(S(=O)(=O)Nc2nc3ccccc3s2)cc1	12.6%	0.4%	6.0%	-5.0%	0.5%	3.4%	-6.3%	1.0%	1.9%
O=C(Nc1ccccc1)Nc1ccc(C(=O)N2CCCC2)cc1	6.6%	-8.5%	-1.6%	-11.5%	-0.1%	1.7%	/	-11.2%	10.2%
CCOCCCNC(=O)c1cn(C)c2ccc(S(=O)(=O)N3CCCC3)cc2c1=O	9.3%	-18.6%	-0.5%	1.4%	0.0%	2.2%	6.2%	-3.6%	1.1%

Random excerpt: 2 records from the list.
SMILES	Large T inhibition	GPR35 arrestin U2OS	HIV peptide binding	GPR55 LPI antagonism	K1F lysis inhibition	Rac1 GTP hydrolysis	Dengue-2 NS5 capping	PhoP inhibition	RSV CPE inhibition
O=C(CSc1n[nH]c(=O)n1C1CC1)c1ccc2c(c1)OCCO2	12.1%	3.6%	-2.3%	2.2%	/	/	/	-6.8%	2.3%
COc1cccc(/C=C/C(=O)OCC(=O)Nc2ccccc2Sc2ccccc2)c1	16.6%	19.3%	2.7%	11.2%	0.2%	11.7%	-8.2%	14.5%	0.8%

High-throughput results from PubChem.
